OTUD3 block = inhibitors of human OTUD3 deubiquitinase; inhibition, % at 25 µM; 47,000 compounds, 0.7% hits; purified OTUD3, Ub-rhodamine fluorescence, 2 h; AID 1645858, 2021
USP30 inh = inhibitors of human USP30 deubiquitinase. inhibition, % at 25 µM. 47,000 compounds, 5.3% hits. purified USP30, Ub-rhodamine cleavage fluorescence. AID 1645860, 2021. Ubiquitin carboxyl-terminal hydrolase 30 (Homo sapiens), Q70CQ3
USP8 block = inhibitors of human USP8 deubiquitinase | Ubiquitin carboxyl-terminal hydrolase 8 (Homo sapiens), P40818 | purified USP8, Ub-rhodamine cleavage fluorescence, 30 min | inhibition, % at 20 µM | 47,000 compounds, 4.2% hits
UCHL1 block = inhibitors of human UCHL1 deubiquitinase; purified UCHL1, Ub-rhodamine cleavage fluorescence; inhibition, % at 20 µM; 47,000 compounds, 0.2% hits
USP10 block = inhibitors of human USP10 deubiquitinase; Ubiquitin carboxyl-terminal hydrolase 10 (Homo sapiens), Q14694; purified USP10, Ub-rhodamine fluorescence, 60 min; inhibition, % at 20 µM; 47,000 compounds, 1.1% hits
USP28 inh = inhibitors of human USP28 deubiquitinase | Ubiquitin carboxyl-terminal hydrolase 28 (Homo sapiens), Q96RU2 | purified USP28, Ub-rhodamine cleavage fluorescence, 30 min | inhibition, % at 25 µM | 47,000 compounds, 3% hits | AID 1645857, 2021
Target sequence (Q96RU2 whole entry, looked up): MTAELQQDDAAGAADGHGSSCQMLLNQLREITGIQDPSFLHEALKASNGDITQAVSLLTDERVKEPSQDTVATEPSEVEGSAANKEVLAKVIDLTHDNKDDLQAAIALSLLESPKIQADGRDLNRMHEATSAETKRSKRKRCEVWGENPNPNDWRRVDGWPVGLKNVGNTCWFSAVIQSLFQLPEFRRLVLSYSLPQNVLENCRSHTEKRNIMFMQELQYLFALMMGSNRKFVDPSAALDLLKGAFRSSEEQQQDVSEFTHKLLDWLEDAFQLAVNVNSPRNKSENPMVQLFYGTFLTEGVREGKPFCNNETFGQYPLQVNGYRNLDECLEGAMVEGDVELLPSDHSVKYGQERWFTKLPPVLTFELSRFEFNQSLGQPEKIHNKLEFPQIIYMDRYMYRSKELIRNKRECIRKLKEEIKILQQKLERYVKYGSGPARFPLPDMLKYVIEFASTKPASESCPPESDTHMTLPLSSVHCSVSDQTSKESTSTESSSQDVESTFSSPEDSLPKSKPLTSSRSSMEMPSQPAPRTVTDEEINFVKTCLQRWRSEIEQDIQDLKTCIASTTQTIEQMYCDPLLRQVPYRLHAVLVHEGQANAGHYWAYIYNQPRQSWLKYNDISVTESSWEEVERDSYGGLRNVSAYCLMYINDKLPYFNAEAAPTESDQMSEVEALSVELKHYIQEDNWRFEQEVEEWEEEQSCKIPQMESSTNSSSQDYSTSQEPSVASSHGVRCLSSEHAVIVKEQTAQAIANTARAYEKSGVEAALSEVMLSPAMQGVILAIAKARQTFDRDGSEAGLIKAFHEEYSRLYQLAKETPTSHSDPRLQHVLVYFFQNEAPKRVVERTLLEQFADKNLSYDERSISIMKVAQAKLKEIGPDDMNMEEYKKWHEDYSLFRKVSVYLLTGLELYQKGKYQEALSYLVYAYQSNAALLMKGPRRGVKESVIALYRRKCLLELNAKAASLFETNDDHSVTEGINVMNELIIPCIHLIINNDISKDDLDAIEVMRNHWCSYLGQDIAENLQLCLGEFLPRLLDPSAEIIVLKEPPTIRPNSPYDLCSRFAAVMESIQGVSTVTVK
USP7 block = inhibitors of human USP7 deubiquitinase; purified USP7, Ub-rhodamine cleavage fluorescence; inhibition, % at 20 µM; 47,000 compounds, 0.3% hits; AID 1645854, 2021
USP17 block = inhibitors of human USP17 deubiquitinase; purified USP17, Ub-rhodamine cleavage fluorescence, 3 h; 47,000 compounds, 6.5% hits; inhibition, % at 50 µM; AID 1645855, 2021; Ubiquitin carboxyl-terminal hydrolase 17-like protein 5 (Homo sapiens), A8MUK1
An asterisk follows results filed as active; nt = no result given. Cut-off read from the data, not from the text of the source: active = inhibition above about 30%; inactive = the rest. Hits appear at their usual frequency. Share with any hit: about 14%.

A first look, 9 compounds:
1	O=C1C[C@@H]2O[C@H](CNC(=O)[C@@H]3CN(CCN3C(=O)C3CCOCC3)C(=O)[C@@H]3C[C@@H](CN3C3CCC3)N1)[C@@H](O)[C@H]2O
2	O=C1NC2(CCN(Cc3ccc([N+](=O)[O-])cc3)CC2)N=C1c1ccccc1
3	O=C(/C=C/c1ccc(Cl)cc1)Nc1cccc(-c2nc3ncccc3o2)c1
4	Cc1nc(SCC(=O)c2ccc(F)cc2)c2oc3ccccc3c2n1
5	COc1ccccc1CC(=O)Nc1ccc2c(c1)CCC(=O)N2C
6	CCOC(=O)c1c(C)oc2nc(CSc3ccccc3)[nH]c(=O)c12
7	COc1ccccc1OC(=O)C1CC(=O)N(c2ccc(Cl)cc2)C1 (stereo not drawn)

Compound,1,2,3,4,5,6,7
USP30 inh,-344,1,-15,5,0,-4,-5
USP7 block,-15,-6,6,3,-1,-2,-16
USP28 inh,-73,-1,-8,-12,-5,61*,-7
USP8 block,0,-85,7,16,-1,-7,-15
USP17 block,-64,-12,3,8,-13,12,-12
USP10 block,-9,-2,-1,0,2,-2,1
OTUD3 block,-37,0,-2,5,-2,-2,2
UCHL1 block,-1,-1,-1,1,-2,-2,-1

8	Cc1cc(CN2CCCC(c3ccc4cn[nH]c4n3)C2)no1 (stereo not drawn)
9	CCc1ncc(CN2CCc3nc4cc(C(C)(C)C)[nH]n4c(=O)c3C2)cn1

Compound,8,9
USP30 inh,3,8
USP7 block,12,-1
USP28 inh,5,-7
USP8 block,-45,-218
USP17 block,-2,-19
USP10 block,3,0
OTUD3 block,7,-1
UCHL1 block,6,-2

The listing, from the first entry:
1	O=C1C[C@@H]2O[C@H](CNC(=O)[C@@H]3CN(CCN3C(=O)C3CCOCC3)C(=O)[C@@H]3C[C@@H](CN3C3CCC3)N1)[C@@H](O)[C@H]2O
2	O=C1NC2(CCN(Cc3ccc([N+](=O)[O-])cc3)CC2)N=C1c1ccccc1
3	O=C(/C=C/c1ccc(Cl)cc1)Nc1cccc(-c2nc3ncccc3o2)c1
4	Cc1nc(SCC(=O)c2ccc(F)cc2)c2oc3ccccc3c2n1
5	COc1ccccc1CC(=O)Nc1ccc2c(c1)CCC(=O)N2C

Compound,1,2,3,4,5
USP30 inh,-344,1,-15,5,0
USP7 block,-15,-6,6,3,-1
USP28 inh,-73,-1,-8,-12,-5
USP8 block,0,-85,7,16,-1
USP17 block,-64,-12,3,8,-13
USP10 block,-9,-2,-1,0,2
OTUD3 block,-37,0,-2,5,-2
UCHL1 block,-1,-1,-1,1,-2

6	CCOC(=O)c1c(C)oc2nc(CSc3ccccc3)[nH]c(=O)c12
7	COc1ccccc1OC(=O)C1CC(=O)N(c2ccc(Cl)cc2)C1 (stereo not drawn)
8	Cc1cc(CN2CCCC(c3ccc4cn[nH]c4n3)C2)no1 (stereo not drawn)
9	CCc1ncc(CN2CCc3nc4cc(C(C)(C)C)[nH]n4c(=O)c3C2)cn1
10	COCCCn1c(C(=O)NC(C)COC)cc2c(=O)n3cccc(C)c3nc21 (stereo not drawn)

Compound,6,7,8,9,10
USP30 inh,-4,-5,3,8,-8
USP7 block,-2,-16,12,-1,4
USP28 inh,61*,-7,5,-7,2
USP8 block,-7,-15,-45,-218,1
USP17 block,12,-12,-2,-19,5
USP10 block,-2,1,3,0,-2
OTUD3 block,-2,2,7,-1,2
UCHL1 block,-2,-1,6,-2,2

11	O=C(NC1CCN(C(=O)c2c(Cl)cccc2Cl)CC1)c1ccccc1
12	Cc1ccccc1C(=O)NCCn1cc(SCC(=O)N2CCOCC2)c2ccccc21
13	CCc1cc2c(=O)n(CC(=O)N3CCc4ccccc43)cnc2s1
14	O=C(Cc1ccccc1O)N1CCc2nc3ccccc3c(=O)n2CC1
15	O=C(c1ccncc1)N1CCC(c2c[nH]c3ccccc23)(c2c[nH]c3ccccc23)CC1

Compound,11,12,13,14,15
USP30 inh,24,2,-162,-11,4
USP7 block,5,2,5,0,6
USP28 inh,9,10,-15,-16,6
USP8 block,14,-33,24,0,-13
USP17 block,21,-5,-32,-10,47*
USP10 block,5,-1,-2,1,-2
OTUD3 block,12,0,-29,0,5
UCHL1 block,1,-2,-1,-2,2

16	COc1cc(Cl)c(NC(=O)C2Cc3ccccc3N2C(=O)c2ccccc2)c(OC)c1 (stereo not drawn)
17	O=C(c1cc(-c2ccccc2)n[nH]1)N1CCc2c(nc(-c3ccccc3)[nH]c2=O)C1
18	O=C(CN1CCN(Cc2ccc(Cl)cc2)C1=O)NCCc1ccc(Cl)cc1
19	O=C(C1CCCO1)N1CCc2[nH]nc(-c3ccccc3)c2C1 (stereo not drawn)
20	Cc1ccccc1CN1CCc2nc(N3CCC(C)CC3)[nH]c(=O)c2C1

Compound,16,17,18,19,20
USP30 inh,-2,13,11,-2,-44
USP7 block,1,1,-39,-1,-16
USP28 inh,-7,-2,9,-5,-12
USP8 block,-8,-36,-22,-94,1
USP17 block,0,22,-2,-15,-15
USP10 block,36*,0,1,-3,-1
OTUD3 block,-2,17,10,1,-2
UCHL1 block,1,0,4,-3,0

21	COc1ccc2c(c1)c1ncn(CCCn3ccnc3)c(=O)c1n2C
22	COc1cc(C2CCN(C(=O)Nc3cccc(N(C)C)c3)CC2)on1
23	COc1ccc(N2CCn3c(SCC(=O)Nc4cc(C)cc(C)c4)nnc32)cc1
24	CCN1CCN(c2nc(NCc3ccccc3)c3cnn(C)c3n2)CC1
25	O=C(OC(C(=O)c1ccccc1)c1ccccc1)c1cc2ccccc2cc1O (stereo not drawn)

Compound,21,22,23,24,25
USP30 inh,-1,-164,35*,-12,-49
USP7 block,0,4,5,0,4
USP28 inh,1,-45,-6,-2,-10
USP8 block,5,2,50*,-3,9
USP17 block,1,-8,nt,-9,4
USP10 block,1,-2,4,0,-6
OTUD3 block,0,-30,-3,-4,-13
UCHL1 block,-4,1,-1,0,-3

An excerpt from above in order of their number in USP10 block, highest first.
| no. | structure | USP30 inh | USP7 block | USP28 inh | USP8 block | USP17 block | USP10 block | OTUD3 block | UCHL1 block |
| --- | --- | --- | --- | --- | --- | --- | --- | --- | --- |
| 24 | CCN1CCN(c2nc(NCc3ccccc3)c3cnn(C)c3n2)CC1 | -12 | 0 | -2 | -3 | -9 | 0 | -4 | 0 |
| 22 | COc1cc(C2CCN(C(=O)Nc3cccc(N(C)C)c3)CC2)on1 | -164 | 4 | -45 | 2 | -8 | -2 | -30 | 1 |
| 25 | O=C(OC(C(=O)c1ccccc1)c1ccccc1)c1cc2ccccc2cc1O (stereo not drawn) | -49 | 4 | -10 | 9 | 4 | -6 | -13 | -3 |

(further entries)
26	CN1CCn2cc(S(=O)(=O)NCc3ccc(F)cc3F)cc2C1=O
27	Cc1cccc(N2CCN(C(=O)C3CCCN(S(=O)(=O)N4CCC5(CC4)OCCO5)C3)CC2)c1C (stereo not drawn)
28	CC(NC(=O)C1CCN(c2cc(N3CCOCC3)ncn2)CC1)c1ccc(F)cc1 (stereo not drawn)
29	COCCN1C(=O)c2ccccc2C(C(=O)Nc2cccc(C(C)=O)c2)C12CCCCC2 (stereo not drawn)
30	CC1(C)OC(=O)[C@@]2(C)N[C@]1(C)C[C@@H]2C(=O)Nc1ccc(CCO)cc1

Compound,26,27,28,29,30
USP30 inh,-50,20,0,-14,0
USP7 block,0,6,0,5,2
USP28 inh,-7,15,-4,0,0
USP8 block,-11,25,-6,9,2
USP17 block,-25,10,-1,-1,1
USP10 block,2,-3,1,1,2
OTUD3 block,-1,5,-4,1,-3
UCHL1 block,-1,5,1,1,0

31	Cc1ccc(F)cc1S(=O)(=O)NCc1ccc(N2CCN(C)CC2)cc1
32	NCCNC(=O)NC1CCN(c2nc(-c3cccnc3)nc3ccccc23)CC1
33	COc1cc(OC)cc(C(=O)N2CCC(N3CCC(C)CC3)CC2)c1
34	COc1cccc(C2C3=C(CC(c4ccc(Cl)cc4)CC3=O)Nc3ccccc3N2C(=O)CCC(=O)O)c1 (stereo not drawn)

Compound,31,32,33,34
USP30 inh,36*,21,-7,23
USP7 block,3,2,-5,-16
USP28 inh,15,10,-2,25
USP8 block,-7,-85,-4,-94
USP17 block,16,-11,1,18
USP10 block,2,5,1,6
OTUD3 block,11,5,1,10
UCHL1 block,4,1,-3,2

Screening results from PubChem BioAssay.
